aDG glyco up = alpha-DG glycosylation activation. Pro5-aDG cells, alpha-DG glycosylation AlphaScreen (IIH6); 0% Pro5, 100% B10-LARGE cell signal. activation, % at 10 µM. 360,000 tested, 0.22% active. AID 624168;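 active = activation of at least 8% versus controls, or a plate z-score of at least 8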;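 also: Pro5 are CHO cells carrying HIG-tagged alpha-DG that lacks glycosylation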
Granule exo inh = blocks lytic granule exocytosis. inhibition, % at 10 µM. AID 651702. 360,000 tested, 0.66% active. TALL-104 LAMP-1 surface exposure, flow cytometry; cells stimulated with thapsigargin and PMA;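 active = inhibition above about 55%, limit read from the data; inconclusive = no clear call, values can overlap the other calls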
ABCB6 inh 2 = human ABCB6 transporter inhibition | fluorescence ratio to DMSO, % at 10 µM | 360,000 tested, 0.19% active | Q9NP58 | K562-ABCB6 porphyrin accumulation, flow cytometry, 1 h; hits give low values;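 active = fluorescence ratio to DMSO below 75%, the collection mean minus 3 SD; inconclusive = too few cells collected in the well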;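 also: signal is porphyrin accumulated inside mitochondria; 100% equals median channel fluorescence of DMSO control wells; lower ratio means ABCB6 inhibition with less porphyrin fluorescence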
Target sequence (Q9NP58 whole entry, looked up): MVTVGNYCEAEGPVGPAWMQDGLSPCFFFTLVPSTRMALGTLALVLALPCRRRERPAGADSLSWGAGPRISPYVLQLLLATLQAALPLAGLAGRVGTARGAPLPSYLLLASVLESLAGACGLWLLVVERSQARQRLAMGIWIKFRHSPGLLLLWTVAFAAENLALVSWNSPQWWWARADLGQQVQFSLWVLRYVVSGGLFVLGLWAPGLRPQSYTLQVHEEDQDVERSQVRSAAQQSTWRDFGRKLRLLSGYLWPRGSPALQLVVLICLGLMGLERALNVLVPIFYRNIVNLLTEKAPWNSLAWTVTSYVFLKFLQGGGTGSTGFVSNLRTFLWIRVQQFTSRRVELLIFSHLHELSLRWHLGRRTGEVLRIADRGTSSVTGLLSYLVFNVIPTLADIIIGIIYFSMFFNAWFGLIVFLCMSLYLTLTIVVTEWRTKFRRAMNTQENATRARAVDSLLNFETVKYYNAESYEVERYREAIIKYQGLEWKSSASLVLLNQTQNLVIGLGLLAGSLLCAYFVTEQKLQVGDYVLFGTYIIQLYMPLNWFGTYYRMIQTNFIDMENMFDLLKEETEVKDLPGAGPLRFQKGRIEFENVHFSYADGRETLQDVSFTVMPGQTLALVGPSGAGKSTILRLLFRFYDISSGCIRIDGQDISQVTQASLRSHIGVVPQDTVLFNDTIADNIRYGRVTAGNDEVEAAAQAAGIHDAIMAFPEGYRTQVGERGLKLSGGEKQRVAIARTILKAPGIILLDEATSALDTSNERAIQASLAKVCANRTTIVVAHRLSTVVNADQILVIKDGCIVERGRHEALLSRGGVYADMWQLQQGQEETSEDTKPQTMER
MC4R barr agon = agonists of human melanocortin 4 receptor (MC4R) beta-arrestin. activation, % at 8.9 µM. U2OS MC4R beta-arrestin complementation, luminescence; percent of melanotan II response, DMSO zero. 360,000 tested, 0.98% active. P32245;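 active = activation above a per-plate cutoff, the mean activation of sample wells on that plate plus 3 SD, cut at about 8% in these data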
NOD2-RIPK2 inh = blocks binding of human NOD2 to RIPK2. O43353. CHO BLA complementation NOD2-RIPK2, CCF4 ratio. inhibition, % at 4.98 µM. 360,000 tested, 0.38% active; in the data active = inhibition above about 21%;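 also: 0% = vehicle only and 100% = reference blocker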
Vif inh = blocks HIV Vif function; HEK293T cells, Vif self-association by quenched fluorescence, imaging, 24 h; inhibition, % at 7.49 µM; 340,000 tested, 0.35% active; in the data active = inhibition above about 50%, passing the limit was not always enough; inconclusive = no clear call, values can overlap the other calls; inactive = below about 31%; also: some results filed as inactive read as strong as hits
N-glyco inh = blocks N-linked glycosylation in D54 reporter cells; D54 ERlucT glycosylation luciferase reporter, 24 h; percent of 100 nM tunicamycin response; reporter increase, % at 12.5 µM; AID 588692; 360,000 tested, 0.23% active;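 active = mean luciferase reporter signal, scaled so untreated is 0 and the glycosylation-blocking control 100, at or above a set limit in every replicate; inconclusive = mean reaches the limit but not every replicate does; inactive = mean below the limit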;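 also: luciferase carries N-glycosylation sites so blocking glycosylation raises the light; 0% = median of neutral control wells and 100% = median of 100 nM tunicamycin wells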
TLR9-MyD88 block = inhibitors of human TLR9-MyD88 binding | inhibition, % at 4.98 µM | CHO BLA complementation TLR9-MyD88, CCF4 FRET ratio | 340,000 tested, 0.21% active;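 active = inhibition above the mean over all tested compounds plus 3 SD, cut at about 21% in these data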;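 also: 0% = DMSO only wells and 100% = clavulanate BLA inhibitor control wells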
ABHD5-PLIN5 inh = blocks binding of human ABHD5 to perilipin-5. 360,000 tested, 0.78% active. inhibition, % at 4 µM. Split G. princeps luciferase complementation, luminescence, 4 h. Q00G26+Q8WTS1;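 active = inhibition above the mean inhibition across every tested compound plus 3 SD, cut at about 22% in these data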;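 also: 0% = DMSO only wells and the 100% control is not disclosed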
MC4R antagonist = blocks human MC4R cAMP signaling; 360,000 tested, 0.48% active; P32245; inhibition, % at 6.5 µM; MC4R-expressing cells, MTII-stimulated cAMP, LANCE TR-FRET;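 active = inhibition above its plate's cutoff, the mean of tested wells on that plate plus 3 SD, cut at about 29% in these data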;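 also: 0% = Melanotan II alone and 100% = Melanotan II plus saturating MCL0020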
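material = U2OS cells stably expressing human melanocortin 4 receptor (MC4R) | also added = Melanotan II challenge | dosing = single nominal compound dose of 6.5 µM | detection = TR-FRET with Eu-cAMP and labeled anti-cAMP, 671 nm | replication = singlicate | timing = compound 30 min, challenge 1 h, detection 1 h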
An asterisk follows results filed as active; ? = inconclusive; . = no result given. These rows are one share of the data (hit frequency here may not be typical).

Start of the data: the first 2 entries, to show the layout:
SMILES	aDG glyco up	Granule exo inh	ABCB6 inh 2	MC4R barr agon	NOD2-RIPK2 inh	Vif inh	N-glyco inh	TLR9-MyD88 block	ABHD5-PLIN5 inh	MC4R antagonist
Cc1ccc(S(=O)(=O)NCCC(=O)NNC(=O)c2ccccc2Cl)cc1C	0.1	-4	97	-0.5	-2	5	1	-5	-9	4
COC(=O)c1nn(C23CC4CC(CC(C4)C2)C3)c2c1C(=O)N(c1ccc(F)cc1)C2=O	-0.1	3	99	-1.8	-10	12	2	-2	-5	-1

The whole of this part, previewed entries included:
SMILES	aDG glyco up	Granule exo inh	ABCB6 inh 2	MC4R barr agon	NOD2-RIPK2 inh	Vif inh	N-glyco inh	TLR9-MyD88 block	ABHD5-PLIN5 inh	MC4R antagonist
Cc1ccc(S(=O)(=O)NCCC(=O)NNC(=O)c2ccccc2Cl)cc1C	0.1	-4	97	-0.5	-2	5	1	-5	-9	4
COC(=O)c1nn(C23CC4CC(CC(C4)C2)C3)c2c1C(=O)N(c1ccc(F)cc1)C2=O	-0.1	3	99	-1.8	-10	12	2	-2	-5	-1
Cc1onc(-c2c(Cl)cccc2Cl)c1C(=O)NCc1cccs1	0.1	1	95	-1.5	-3	3	-1	1	-3	5
COc1ccc(-n2c3nc4ccccc4nc3c3c(=N)oc(C)nc32)cc1	-0.5	-2	105	-1.8	3	-13	-2	3	-14	8
Cc1ccnc(SCC(=O)c2ccc(Br)s2)n1	0.1	-2	99	-2.2	1	0	1	-6	-6	4
Cc1ccc(NC(=O)c2c(C)nc(Nc3nc4ccccc4o3)nc2C)cc1	-0.1	-1	100	-1.0	-8	17	1	1	-3	3
NNC(=O)c1cccc(O)c1	-0.3	-3	105	-3.4	-1	-2	1	-4	-4	-4
CC1(C)OC(=O)C(=CNCCc2ccc(O)cc2)C(=O)O1	-0.3	-3	100	-3.2	1	28	1	-1	-4	5
O=C1NC[C@H](Cc2ccccc2)N(CC2CCCCC2)C1=O	-0.1	-8	99	1.2	7	-6	-3	-1	-4	-1
O=C(Cc1ccc(NC2=NC3CS(=O)(=O)CC3S2)cc1)N1CCN(c2ccc(F)cc2)CC1 (stereo not given)	0.1	-6	101	0.4	9	-1	1	-4	0	5

Grouped by structure, the compounds so far containing a Cl atom (2)
SMILES	aDG glyco up	Granule exo inh	ABCB6 inh 2	MC4R barr agon	NOD2-RIPK2 inh	Vif inh	N-glyco inh	TLR9-MyD88 block	ABHD5-PLIN5 inh	MC4R antagonist
Cc1ccc(S(=O)(=O)NCCC(=O)NNC(=O)c2ccccc2Cl)cc1C	0.1	-4	97	-0.5	-2	5	1	-5	-9	4
Cc1onc(-c2c(Cl)cccc2Cl)c1C(=O)NCc1cccs1	0.1	1	95	-1.5	-3	3	-1	1	-3	5

Fetched by compound from above (two):
SMILES	aDG glyco up	Granule exo inh	ABCB6 inh 2	MC4R barr agon	NOD2-RIPK2 inh	Vif inh	N-glyco inh	TLR9-MyD88 block	ABHD5-PLIN5 inh	MC4R antagonist
Cc1ccc(NC(=O)c2c(C)nc(Nc3nc4ccccc4o3)nc2C)cc1	-0.1	-1	100	-1.0	-8	17	1	1	-3	3
NNC(=O)c1cccc(O)c1	-0.3	-3	105	-3.4	-1	-2	1	-4	-4	-4

(listing goes on)
SMILES	aDG glyco up	Granule exo inh	ABCB6 inh 2	MC4R barr agon	NOD2-RIPK2 inh	Vif inh	N-glyco inh	TLR9-MyD88 block	ABHD5-PLIN5 inh	MC4R antagonist
CNC(=O)CSc1nc(-c2ccccc2)c(-c2ccccc2)[nH]1	0.1	-4	90	-0.6	3	-7	0	4	7	-6
Cc1ccc(S(=O)(=O)NN2C(=O)c3ccccc3NC2C)cc1 (stereo not given)	0.0	-4	99	2.1	1	1	1	-1	-3	20
CCOC(=O)N1CCN(C(=O)CNC(=O)c2nn(-c3ccc(OC)cc3)c(=O)c3ccccc23)CC1	0.3	-1	98	-0.7	3	-3	-2	8	4	2
O=c1cc(CN2CCN(S(=O)(=O)c3cccc(Cl)c3)CC2)c2ccc(O)cc2o1	0.4	-2	100	-1.0	0	5	0	9	0	4
CCOc1ccccc1NC(=O)Cc1cccs1	0.0	-3	99	-0.2	-16	-5	3	-5	-8	-3
CCOc1nc(NCCO)nc(Nc2cc(Cl)ccc2OC)n1	-0.2	4	93	0.1	8	3	1	0	1	4
COc1ccc2nc(C)cc(C(=O)O)c2c1	0.0	-2	102	-1.4	1	1	4	-14	1	4
C/C(=N\NC(=O)CSc1nc(C)cc(C)n1)c1ccc2c(c1)OCCO2	0.0	1	95	-0.9	-8	-1	2	3	1	-7
CC(=O)Nc1ccc(S(=O)(=O)Nc2ccc(S(=O)(=O)Nc3nccs3)cc2)cc1	-0.1	-4	110	0.0	-2	13	2	-3	-7	10
O=C(Cn1cnc2c(NCc3ccccc3)ncnc21)NCc1nc2ccccc2[nH]1	-0.1	-4	95	-2.5	-8	.	0	-6	6	-3
COCc1nnc(NC(=O)c2cccc(NC(=O)C(C)C)c2)s1	0.0	5	105	-0.2	-3	20	1	2	-6	4
CNc1cncc(-c2ccc(C)cc2)n1	-0.2	0	104	1.4	1	-5	0	.	1	-3
CS(=O)(=O)N1CCc2cc(S(=O)(=O)Nc3ccc4c(c3)OCCO4)ccc21	0.8	-3	99	-0.5	-15	-8	-4	6	10	1
CC(C)N(CC(=O)Nc1ccc(Cl)cc1C(F)(F)F)C(=O)CCl	0.1	1	87	5.5	-24	-1	34*	-2	16	7
COc1ccc(/C=N/NC(=O)C(=O)NCc2cccnc2)cc1OC	0.0	-2	95	-0.3	-16	-7	5	-5	8	-3
O=C(CCN=C1NS(=O)(=O)c2ccccc21)N1CCc2ccccc2C1	0.1	-1	93	-2.7	-8	0	-1	-6	1	-3
CS(=O)(=O)Nc1ccc2c(c1)nc1n2CCOC1	-0.1	-1	125	2.4	8	?	6	4	2	16
CC(=O)c1cccc(NC(=O)/C(=C\c2ccco2)NC(=O)c2ccco2)c1	0.2	-1	91	-1.9	-3	-2	3	0	4	-3
Cc1cccc(/C=N/NC(=O)c2ccc(F)cc2)n1	-0.1	6	98	-1.0	-6	-2	5	14	2	-5
CCCCn1c(N)c(N(CC(C)C)C(=O)CSCc2c(C)noc2C)c(=O)[nH]c1=O	-0.3	14	95	0.1	1	36	1	3	-3	-1
c1ccc2c(C(c3nnnn3-c3ccc4c(c3)OCCO4)N3CCCC3)ccnc2c1 (stereo not given)	0.0	1	97	.	-9	.	.	.	-6	.
O=C(CCS(=O)(=O)c1cccc2nonc12)NCCc1ccccc1Cl	0.1	0	90	-1.1	-10	18	0	-6	-6	-1
COc1ccc(Cl)cc1NC(=O)c1cccc([N+](=O)[O-])c1O	0.0	4	87	-2.7	-2	-33	1	2	7	-3
CCCCn1c(-c2cccs2)nc2oc3ccccc3c(=O)c2c1=O	0.2	-4	95	0.3	5	-1	3	-3	-4	-2
CC1CC(C)CN(C(=O)CCC(=O)Nc2nnc(C(C)C)s2)C1 (stereo not given)	0.1	-3	96	2.8	-7	7	2	12	10	-3
Cc1ccc(S(=O)(=O)NCC(=O)N2CCOCCOCCOCCOCC2)cc1	-0.2	11	100	-2.7	1	16	1	9	1	12
O=C(Cn1cc(COc2cccc([N+](=O)[O-])c2)nn1)c1ccc(O)cc1	-0.3	0	102	-0.9	8	0	1	-30	2	8
Nc1c(Cl)cnc(C(Cl)(Cl)Cl)c1Cl	0.2	-2	102	-0.3	-6	-7	-2	-1	0	8
O=C1/C(=C/c2ccco2)Oc2c1ccc(O)c2CN1CCCCC1	0.0	4	96	2.8	4	.	3	-4	8	0
COc1c2c(cc(O)c1C(C)=O)OC(C)(C)C=C2	0.0	0	87	-0.3	-2	-6	-2	1	-6	-6

3 compounds from above, reduced to N-glyco inh, MC4R barr agon and ABHD5-PLIN5 inh.
compound	N-glyco inh	MC4R barr agon	ABHD5-PLIN5 inh
O=C(CCS(=O)(=O)c1cccc2nonc12)NCCc1ccccc1Cl	0	-1.1	-6
COc1ccc(Cl)cc1NC(=O)c1cccc([N+](=O)[O-])c1O	1	-2.7	7
Cc1ccc(S(=O)(=O)NCC(=O)N2CCOCCOCCOCCOCC2)cc1	1	-2.7	1

The results go on.
SMILES	aDG glyco up	Granule exo inh	ABCB6 inh 2	MC4R barr agon	NOD2-RIPK2 inh	Vif inh	N-glyco inh	TLR9-MyD88 block	ABHD5-PLIN5 inh	MC4R antagonist
COc1cc(SC)ccc1C(=O)Nc1ncc(C)s1	-0.3	-8	103	-1.2	-2	1	-20	-3	6	-2
Nc1c2c(nc3ccn(-c4ccccc4)c(=O)c13)CCCCC2	0.1	9	93	-0.7	-3	-30	-2	9	-2	0
Cc1c(NC(=O)CN2C(=O)C(=O)c3ccccc32)c(=O)n(-c2ccccc2)n1C	-0.1	0	98	-1.7	-1	0	-2	-3	1	11
COc1ccc(OCC(=O)Nc2ccccc2C(=O)N2CCCC2)cc1	-0.1	-3	88	-1.2	-2	.	0	5	-5	-2
CCc1nonc1NC(=O)c1oc2cc(C)c(Cl)cc2c1C	-0.4	1	102	0.6	5	2	-2	0	-13	11
Cc1cc(OC(=O)CNC(=O)OC(C)(C)C)c2c(C)cc(=O)oc2c1	-0.2	5	97	-0.9	-1	-13	2	-4	-1	-20
O=C(NCCCN1CCOCC1)c1cccc(NC(=O)c2ccccc2)c1	-0.1	-7	95	-2.4	-4	-3	-1	5	-5	1
CCN(CC)CCNC(=O)Cc1c(C(=O)O)n(CC)c2ccccc12	0.1	0	100	-1.4	-1	3	1	4	0	9
